From PubChem BioAssay
GRP78 ERSR act – qHTS for Inducers of the Endoplasmic Reticulum Stress Response (ERSR) in Human Glioma: qHTS | U87-MG GRP78 promoter luciferase reporter, 16 h | Potency, µM, without a hit: at the top dose activation, actives largely listed as activators | 420,000 tested, 0.02% active; further: potency means the concentration at half of the fitted maximal effect; series mostly up to about 76 µM; % of control where 0% means no effect; nearly all actives have a fitted effect of over 35% in size
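ERSR induction read as luciferase luminescence (Bright-Glo, 10 min at room temperature) in stably transfected human U87-MG glioma cells exposed to compounds for 16 h, using GRP78 as sensor.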
RXFP1 ag – qHTS Assay for Agonists of the Relaxin Receptor RXFP1 | Relaxin receptor 1 (Homo sapiens), Q9HBX9 | HEK293T-RXFP1 cAMP TR-FRET, 30 min; response scale: percent of porcine relaxin response, buffer zero | Potency, µM (top dose mostly 57.5 µM), without a hit: top-dose activation, usual class: activators | 370,000 tested, 0.3% active; further: potency means the concentration at half of the fitted maximal effect; on the % scale 0 is the no-effect control and ±100 the full control effect; nearly all actives have a fitted effect of over 60% in size; many of its hits are not listed in these tables
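HEK293T cells stably expressing RXFP1 were pretreated with the PDE4 inhibitor Ro 20174, exposed to compounds for 30 min at 37C, lysed, and cAMP was read by TR-FRET. Data normalized to buffer (basal) and 29 nM porcine relaxin (100%).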
Vif-A3G inh – qHTS for Inhibitors of Vif-A3G Interactions: qHTS; DNA dC->dU-editing enzyme APOBEC-3G (Homo sapiens), Q9HC16; HeLa A3G-eYFP + Vif (tagged APOBEC3G with the HIV-1 protein that degrades it), YFP fluorescence, overnight; Potency, µM (titrated, usually from 46.1 µM), without a hit: top-dose activity, negative = active, most hits filed as inhibitors; 410,000 tested, 0.076% active; AID 602310, 2012;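 further: potency means the concentration at half of the fitted maximal effect; on the % scale 0 is the no-effect control and ±100 the full control effect; nearly all actives have a fitted effect of over 60% in size; hits raise eYFP signal because A3G escapes Vif-driven loss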
Target sequence (Q9HC16 whole entry, looked up): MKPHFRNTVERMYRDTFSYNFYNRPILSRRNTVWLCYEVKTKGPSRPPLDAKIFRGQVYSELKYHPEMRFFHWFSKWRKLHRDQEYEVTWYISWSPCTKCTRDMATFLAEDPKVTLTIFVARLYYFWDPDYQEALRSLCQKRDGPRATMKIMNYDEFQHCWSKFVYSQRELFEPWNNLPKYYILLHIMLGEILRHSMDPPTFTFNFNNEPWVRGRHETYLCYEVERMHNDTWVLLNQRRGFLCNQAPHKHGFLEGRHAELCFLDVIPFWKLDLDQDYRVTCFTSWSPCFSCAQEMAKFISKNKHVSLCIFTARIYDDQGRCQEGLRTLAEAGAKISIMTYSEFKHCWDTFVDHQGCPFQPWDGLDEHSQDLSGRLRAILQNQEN
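Read-out is eYFP fluorescence (Ex 488/Em 500-530) from Vif-expressing HeLa A3G-eYFP cells; more signal means A3G escaped Vif-mediated degradation. Cells plated overnight, compound pinned in, incubated overnight at 37 deg C.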
TrxR1 substrate – qHTS Assay for Substrates of Mammalian Selenoprotein Thioredoxin Reductase 1 (TrxR1): qHTS; Thioredoxin reductase 1, cytoplasmic (Rattus norvegicus), O89049; purified TrxR1 substrate turnover, NADPH consumption readout; Potency, µM (top dose mostly 114 µM), inactives show at the highest dose activity change, negative = substrate turnover; 390,000 tested, 0.01% active; AID 588456, 2011; further: potency means the concentration at half of the fitted maximal effect; on the % scale 0 is the no-effect control and ±100 the full control effect; nearly all actives have a fitted effect of over 50% in size
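Rat TrxR1, dispensed at 90 nM, was prereduced with 400 uM NADPH (final) for 5 min at ~22 deg C, then incubated with compound 15 min before 400 uM selenite. A first-read NADPH fluorescence drop versus no-compound background flagged substrates.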
PI4K2A block – qHTS for small molecular inhibitors of PI4K2A; purified PI4K2A, ADP-Glo luminescence, 1 h; hits give low values; activity change, negative = inhibition, % at 76.9 µM; 420,000 tested, 0.13% active; in the data active means activity change below about -50%; inconclusive means mostly about -30% to -49%;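 further: -100% = wells without enzyme as full effect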
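ADP-Glo luminescence measured ADP generated by PI4K2A enzyme (4 ug/mL before mixing) with 1.2 mM PI substrate (pre-mix) and 300 microM ATP (pre-mix). Tris pH7.5 buffer with MgCl2, Triton X-100; 1 h reaction at ambient temperature.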
Vif-A3F inh – qHTS for Inhibitors of Vif-A3F Interactions: qHTS. AID 602313, 2012. 390,000 tested, 0.2% active. Potency, µM (titrated, usually from 46.1 µM), for inactives: at the highest dose activity, negative = active. HeLa A3F-eYFP + Vif (tagged APOBEC3F with the HIV-1 protein that degrades it), YFP fluorescence increase; further: potency means the concentration at half of the fitted maximal effect; % of control where 0% means no effect; nearly all actives have a fitted effect of over 65% in size
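HeLa cells stably expressing Vif plus C-terminally eYFP-tagged A3F were seeded, incubated overnight at 37 deg C, dosed with compound, incubated overnight again at 37 deg C. Yellow fluorescence (Ex 488/Em 500-530) reported blocked Vif-mediated A3F-eYFP degradation.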
IDH1 R132H inh – qHTS for Inhibitors of mutant isocitrate dehydrogenase 1 (IDH1): qHTS; Isocitrate dehydrogenase [NADP] cytoplasmic (Homo sapiens), O75874; 390,000 tested, 0.093% active; Potency, µM (series often up to 76.6 µM), without a hit: at the top dose activity change, negative = inhibition, most hits filed as inhibitors; IDH1-R132H enzyme, NADPH consumption, diaphorase/resazurin fluorescence; AID 602179, 2012; further: potency means the concentration at half of the fitted maximal effect; on the % scale 0 is the no-effect control and ±100 the full control effect; nearly all actives have a fitted effect of over 65% in size
Target sequence (O75874 whole entry R132H, stated change not applied): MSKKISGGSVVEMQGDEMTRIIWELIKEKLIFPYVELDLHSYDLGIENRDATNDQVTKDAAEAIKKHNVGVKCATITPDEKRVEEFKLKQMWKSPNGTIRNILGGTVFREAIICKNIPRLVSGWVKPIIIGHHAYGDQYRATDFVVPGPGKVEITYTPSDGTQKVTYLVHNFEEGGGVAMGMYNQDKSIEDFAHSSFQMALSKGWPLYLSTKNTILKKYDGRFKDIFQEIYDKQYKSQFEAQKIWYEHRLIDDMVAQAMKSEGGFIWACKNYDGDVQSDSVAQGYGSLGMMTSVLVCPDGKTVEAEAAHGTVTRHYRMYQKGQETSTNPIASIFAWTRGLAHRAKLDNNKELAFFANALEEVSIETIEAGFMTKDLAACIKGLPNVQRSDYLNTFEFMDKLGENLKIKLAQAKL
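IDH1-R132H (0.5 ug/mL) preincubated 30 min with compound, then NADPH (0.016 mM) and alpha-KG (2 mM) added; 80 min at RT, pH 7.5. Remaining NADPH coupled via diaphorase/resazurin to fluorescence (540/590 nm); concentration-response curves normalized to no-enzyme control.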
USP1 inh – Inhibitors of USP1/UAF1: Primary Screen; Ubiquitin carboxyl-terminal hydrolase 1 (Homo sapiens), O94782; Potency, µM (series often up to 57.1 µM), inactives show at the top dose activity change, negative = inhibition, most hits filed as inhibitors; 390,000 tested, 0.23% active; recombinant USP1/UAF1, Ub-Rhodamine cleavage fluorescence; further: potency means the concentration at half of the fitted maximal effect; on the % scale 0 is the no-effect control and ±100 the full control effect; nearly all actives have a fitted effect of over 60% in size; inactives centre near -12
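USP1/UAF1 complex at 1 nM was preincubated with compound for 15 min at room temperature, then Ub-Rho substrate (150nM final) was added. Fluorescence (480/540 nm) was read kinetically, 6 reads every 60 seconds.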
LDHA inh – qHTS assay for inhibitors of human lactate dehydrogenase | L-lactate dehydrogenase A chain (Homo sapiens), P00338 | purified LDHA, NADH/diaphorase-resazurin fluorescence; hits give low values | activity change, % (values are at about 110 or 230 µM) | 480,000 tested, 0.15% active | AID 1347041, 2019; in the data active means activity change below about -30%; inconclusive means mostly about -25% to -30%;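 further: plate controls were DMSO wells for no effect and wells without enzyme for full effect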
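Remaining NADH was detected by diaphorase (0.133 mg/mL) converting 37 µM resazurin to fluorescent resorufin, read at 0 and 20 minutes. The preceding 5-minute room-temperature reaction used 2 nM LDHA, 0.2 mM sodium pyruvate and 0.06 mM NADH at pH 7.4.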
* = called active by the depositor; ? = inconclusive; · = not tested or not shown; & = joins results of further samples; [ ] = dose if it differs, or a comment. Unless noted, the call rests on the fitted dose curve; in most records, active means well fitted curve in the direction sought with a large enough effect; inconclusive means small, poorly fitted or top-dose-only effect, or another doubt; inactive means no such curve, though single readings can be large; an effect the other way counts as inactive or inconclusive. This is a subset; the hit share may differ from the screen's.

SMILES | GRP78 ERSR act | RXFP1 ag | Vif-A3G inh | TrxR1 substrate | PI4K2A block | Vif-A3F inh | IDH1 R132H inh | USP1 inh | LDHA inh
C=CCn1c(SCC(=O)NC23CC4CC(CC(C4)C2)C3)nc(O)cc1=O | 5% | 0.2% | -1% | 5% | -10 | 0% | 3% | 4% | 0
Cc1ccc(/C=C2\OC(=O)c3ccccc32)cc1 | ? | 4.6% | 1% | 11%[57.1 µM] | -8 | 0% | 15% | -4% | -5
COc1ccc(C(=O)Nc2ccc3oc(-c4cccnc4)nc3c2)cc1OC | -1%&-4% | 4.0%&4.4% | 9%&1% | 23%&10% | -4&-3 | -13%&1% | 1%&6% | -21%&-24% | 0&5
O=C(N/N=C/c1ccc(Br)cc1)c1ccc(NC(=O)c2ccccc2)cc1 | 1% | · | -1% | 11% | -1 | 1% | 6% | -22% | -6
CC(C)NC(=O)COc1ccc(S(=O)(=O)N2CCOCC2)cc1 | -3% | 1.4% | 4% | -1% | 11 | 4% | 3% | 8% | -7
C/C(=N\N1CCCCC1)c1ccccc1O | 1% | 4.8% | -4% | 3% | 2 | 1% | -6% | -9% | -2
Cc1ccc(-c2noc(-c3ccccc3C(=O)NCC3CCCO3)n2)cc1 (configuration not stated) | -2% | 0.1% | 1% | 11%[57.1 µM] | -6 | -19% | 3% | -20% | 0
COc1ccc(-c2ncc3ccccn23)cc1 | 1% | 1.5% | -1% | 7%[57.1 µM] | 5 | -5% | -2% | -6% | 0
C=CCOc1ccc(CNc2nccs2)cc1 | 3% | 0.0% | 3% | -2% | -2 | -14% | 1% | ? | -4
CN1OC[C@@H]2CN(C(=O)C(C)(C)C)[C@H](c3ccc(-n4ccnc4)cc3)C[C@@H]21 | -3% | · | 1% | · | -1 | · | · | · | 1
CCS(=O)(=O)c1ccc2c(c1)NC(=O)C(CCCl)O2 (configuration not stated) | 3% | -0.5% | -1% | 10%[57.1 µM] | -1 | 4% | -1% | -10% | -15
Clc1ccc(OCc2nnc(-c3ccccc3Br)o2)c(Cl)c1 | 4% | 4.4% | 0% | 8% | -3 | -2% | 7% | ? | -8
COc1ccc([N+](=O)[O-])cc1NC(=O)CCS(=O)(=O)c1ccc(Br)cc1 | -1% | 4.2% | 2% | -16% | 4 | 5% | 0% | -3% | -13
COc1ccc(C2C(C(=O)Nc3cccnc3)=C(C)Nc3nc(-c4ccco4)nn32)cc1 (configuration not stated) | -2% | 1.8% | 0% | 11%[57.1 µM] | -12 | 1% | -4% | -20% | -5
Cc1cc(F)ccc1S(=O)(=O)Nc1ccc(C(=O)N(C)Cc2ccco2)cc1 | 2% | -0.1% | 0% | 1% | 4 | 1% | 5% | -4% | -3
CSc1cccc(NC(=O)CN2CCN(Cc3ccccc3C)S2(=O)=O)c1 | -3% | 1.5% | 0% | -1% | 0 | 2% | 18% | -16% | 6
COc1ccc(O)c(-c2[nH]ncc2C(=O)c2ccccc2)c1 | -3% | 0.6% | 9% | -6% | -6 | -5% | 9% | 11% | -1
Cc1ccc(Cn2c(C3CCCN3c3nc(C)cs3)nc3cc(C(F)(F)F)ccc32)cc1 (configuration not stated) | -5% | 1.6% | 0% | -2% | -1 | ? | -15% | -19% | 1
CC1(C)CC(=O)C(CC(=O)NC2CCCc3ccccc32)C(=O)C1 (configuration not stated) | -3% | 0.6% | 1% | 9%[57.1 µM] | 1 | -5% | 0% | -13% | -1
CC(C)C[C@]1(c2ccccc2)ON(c2ccccc2C(F)(F)F)C1=O | 2% | 1.1% | -10% | -7% | 3 | 5% | 6% | 16% | 4
Cc1ccc(S(=O)(=O)NCC(c2ccc3c(c2)OCO3)N2CCOCC2)cc1 (configuration not stated) | -3% | -0.1% | 0% | 11% | -2 | 5% | 2% | -19% | -2
CCOC(=O)CSc1nnc2c3ccccc3n(C)c2n1 | -2% | 17% | -4% | -4%[57.1 µM] | 2 | -10% | 3% | -14% | 0
COC(=O)c1cc(C#N)c(Oc2ccc(F)cc2)nc1C | -1% | 0.6% | 2% | 0% | 3 | -12% | 5% | -18% | -3
Cc1ccc(C)c(-n2c3nc(=O)n(C)c(=O)c-3cc3ccccc32)c1 | -3% | 3.1% | 1% | 266%[activator] | -6 | 11% | 9% | -20% | 1
CCc1cccc(OCCn2nc(C(=O)O)c3ccccc3c2=O)c1 | -2% | 4.3% | -10% | -5%[57.1 µM] | -2 | ? | 21% | -10% | -2
O=C(NC(=S)Nc1ncccn1)c1ccc(Cl)cc1Cl | 5% | 2.5% | -3% | 7%[57.1 µM] | 1 | -17% | 4% | -20% | -3
O=C(CSc1nc(=O)n2ccccc2n1)N1N=C(c2cccs2)CC1c1ccc(F)cc1 (configuration not stated) | -3% | 6.1% | 2% | -8% | -2 | 8% | 2% | -22% | -2
O=C(Nc1c(Br)cc2c(c1Br)Cc1cc([N+](=O)[O-])ccc1-2)C(Cl)Cl | 0% | · | -9% | 4%[11.4 µM] | -1 | 9% | 2% | -14% | -6
COc1ccc(C(=O)N2CCN(c3ncccn3)CC2)cc1S(=O)(=O)N1CCOCC1 | -1% | -0.6% | -1% | 8% | -7 | 0% | 16% | -26% | -3
COc1ccc(Cl)cc1-c1nc(N)nc(N(C)C)n1 | 0% | 0.7% | 1% | -2% | 0 | -3% | 2% | -18% | -4
COc1ccc(NC(=O)CSc2ncnc3c2cnn3Cc2ccccc2)cc1 | -3% | -2.0% | -1% | -13% | -7 | -1% | 3% | -1% | -3
C[C@@H]1CN([C@H](C)CO)S(=O)(=O)c2ccc(Br)cc2O[C@H]1CN(C)S(C)(=O)=O | -3% | · | 0% | · | -1 | -2% | -1% | -9% | -2
N#Cc1ccc(OCc2nnc(SCC(=O)c3ccccc3)n2-c2ccccc2)cc1 | -1% | 1.0% | 0% | 10%[57.1 µM] | 8 | 4% | 1% | -7% | -2
CC(C)=Nc1ccccc1C1COC(=O)C1=N (configuration not stated) | -6% | 4.4% | 1% | -15% | 3 | 1% | 5% | -13% | -6
CC(=O)c1ccc(NC(=S)NCCc2cccc(Cl)c2)cc1 | 2% | 3.9% | -4% | 1% | 14 | 5% | 0% | -13% | -7
COc1ccc(F)cc1C(=O)C1CCCN(C(=O)c2ccccc2N(C)C)C1 (configuration not stated) | 12% | 0.6% | -3% | 6% | 0 | 14% | 4% | -12% | 1
O=C(CC1(O)C(=O)N(C/C=C/c2ccccc2)c2ccccc21)c1ccccn1 (configuration not stated) | -1% | 0.9% | -8% | -10% | 6 | -16% | 1% | -8% | -1
NNC(=O)c1cc2c(s1)-c1cc(Cl)ccc1SC2 | 1% | -0.4% | -15% | 8% | -7 | 1% | -3% | -16% | -10
CC(C)=CCC[C@](C)(O[C@@H]1O[C@H](CO[C@@H]2OC[C@@H](O)[C@H](O)[C@H]2O)[C@@H](O)[C@H](O)[C@H]1O)C1CC[C@]2(C)C1[C@H](O)CC1[C@@]3(C)CC[C@H](O[C@@H]4O[C@H](CO)[C@@H](O)[C@H](O)[C@H]4O)C(C)(C)C3CC[C@]12C (some centres not stated) | -2% | · | 2% | -4% | 4 | -1% | 7% | ? | 0
CCCCNCCS(=O)(=O)NCc1ccccc1OC | -3% | · | 1% | 5% | -2 | 1% | 0% | -10% | -1
O=C(c1cc2ncc(Br)cn2n1)N1CCN(C(=O)c2ccco2)CC1 | 0% | 1.6% | 0% | -11% | -4 | 4% | 1% | -7% | 0
O=C(Nc1cccc(OC(F)(F)F)c1)C1Cc2c(-c3cccc(F)c3)ccnc2O1 (configuration not stated) | -3% | · | -8% | · | -4 | · | · | · | 2
Cc1cccc2sc(N(CCN(C)C)C(=O)/C=C/c3cccs3)nc12 | -5% | 0.2% | -10% | -4% | 6 | -10% | 10% | -15% | -1
COc1ccccc1CNC(=O)c1cnn2c(C)c(Cc3ccc(F)cc3)c(C)nc12 | -3% | 4.0% | -3% | 8%[57.1 µM] | 2 | -3% | -11% | 8% | -7
O=C(Cc1ccccc1)Nc1cc2c(cc1Cl)OCCCO2 | 2% | 3.9% | 0% | 1% | 6 | 11% | 4% | -5% | -1
CCCn1c(N)c(CC)c(=O)[nH]c1=O | 0% | 2.3% | -1% | 10%[57.1 µM] | -3 | 15% | 4% | -9% | -1
